TCR act: activates T cell receptor signaling | primary human leukocytes, anti-CD3, IL-2 HTRF, 48 h | Potency, µM (doses to about 9.22 µM), for the others: top-dose activation of IL-2 secretion, most hits filed as activators | 330,000 tested, under 10 active; note: % of control where 0% means no effect
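HTRF read-out of IL-2 secretion: europium cryptate donor excited at 320nm, d2 acceptor emission at 665nm. Cells were primary human leukocytes incubated 48 hr with compounds and a-CD3 beads, supplying TCR signal only.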
B2AR arrestin: recruits beta-arrestin to the human beta2-adrenergic receptor. beta-arrestin recruitment to beta2AR, cell-based reporter. Potency, µM (doses to about 46.1 µM), for inactives: at the highest dose activation, hits mostly activators. 330,000 tested, 0.02% active. AID 492947;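 note: potency is the fitted concentration of half-maximal effect; 0% = DMSO controls and full agonism = EC100 isoproterenol or metaproterenol; nearly all actives have a fitted effect of over 65% in size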
Target sequence (P07550 whole entry, looked up): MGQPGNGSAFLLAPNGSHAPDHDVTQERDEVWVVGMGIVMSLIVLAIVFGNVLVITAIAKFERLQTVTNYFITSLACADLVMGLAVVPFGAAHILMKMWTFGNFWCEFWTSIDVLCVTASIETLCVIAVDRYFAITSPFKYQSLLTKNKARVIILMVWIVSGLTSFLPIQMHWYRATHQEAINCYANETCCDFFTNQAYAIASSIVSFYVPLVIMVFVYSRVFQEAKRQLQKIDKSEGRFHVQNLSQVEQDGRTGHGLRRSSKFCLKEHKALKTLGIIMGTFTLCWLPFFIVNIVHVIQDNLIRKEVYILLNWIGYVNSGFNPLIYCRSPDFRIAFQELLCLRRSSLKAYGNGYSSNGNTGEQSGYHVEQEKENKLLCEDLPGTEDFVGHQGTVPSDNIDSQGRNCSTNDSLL
TRPV1 ag: activates the human vanilloid receptor TRPV1; 320,000 tested, 0.19% active; TRPV1-expressing cells, Fluo-8 calcium influx, agonist mode; activation, % at 8.33 µM; AID 540275; Q8NER1; in the data active = activation above about 80%; inconclusive = between about 30% and that limit; note: 0% is about no effect
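Fluo-8 calcium influx in TRPV1-expressing cells, kinetic read (ex 480/em 520 nm). Compound added and read 3 min for agonist activity, followed by capsaicin at EC20 final and 2 min further read for enhancement.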
PTAP TSG101 blk: blocks PTAP/TSG101 interaction to inhibit HIV-1 budding. Fluorescence polarization, FITC-PTAP peptide / Tsg101 binding. Potency, µM (titrated, usually from 115 µM), without a hit: top-dose activity change, negative = inhibition, hits mostly inhibitors. 340,000 tested, under 10 active. AID 493005; active = well fitted inhibition curve with a large enough effect in the main read-out, with a control signal flat, not every such curve was filed as active; inconclusive = small, poorly fitted or top-dose-only effect, or effect the other way, or a change in a side signal; inactive = no such curve, though single readings can be large or run the other way; note: potency is the fitted concentration of half-maximal effect; % of control where 0% means no effect
Target sequence (Q99816 whole entry, looked up): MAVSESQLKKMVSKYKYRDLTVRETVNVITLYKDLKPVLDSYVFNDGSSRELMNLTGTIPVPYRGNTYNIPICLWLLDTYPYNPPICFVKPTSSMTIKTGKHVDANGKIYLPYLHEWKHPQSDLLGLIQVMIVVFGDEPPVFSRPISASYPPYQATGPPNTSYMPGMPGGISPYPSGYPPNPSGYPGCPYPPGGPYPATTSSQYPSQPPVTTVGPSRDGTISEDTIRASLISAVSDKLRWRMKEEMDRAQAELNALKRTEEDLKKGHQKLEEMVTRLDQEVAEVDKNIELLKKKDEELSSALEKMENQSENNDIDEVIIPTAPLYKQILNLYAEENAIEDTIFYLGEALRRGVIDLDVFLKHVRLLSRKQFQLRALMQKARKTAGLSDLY
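Steps: Tsg101 binding domain dispensed (10 uM final), compounds pinned in DMSO, FITC-labeled PTAP-motif peptide added (50 nM final); after 20 min binding at room temperature, polarization measured.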
MLL CXXC-DNA inh: blocks binding of human MLL CXXC domain to DNA; 290,000 tested, 0.037% active; Potency, µM (doses to about 115 µM), for the others: at the highest dose activity change, negative = inhibition, usual class: inhibitors; MLL-CXXC / FITC-HOXA9 DNA fluorescence polarization; Q03164; AID 2662; active = well fitted inhibition curve with a large enough effect in the polarisation, with a control signal flat, not every such curve was filed as active; inconclusive = small, poorly fitted or top-dose-only effect, or effect the other way, or a change in a side signal; inactive = no such curve, though single readings can be large or run the other way; the % refers to the polarisation; note: potency is the fitted concentration of half-maximal effect
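Fluorescence polarization: 7 uM MLL-CXXC (stock) preincubated 5 min with compounds, then 50 nM fluorescein-HOX-A9 DNA (stock) added; 30 min ambient. Buffer 50 mM Tris-HCl pH 7.5, 50 mM NaCl, 1 mM DTT, 0.05% BSA.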
A-T KAP1 phos: potential ataxia-telangiectasia treatment; […] A-T fibroblasts, KAP-1 phosphorylation AlphaLISA; neocarzinostatin DNA damage 30 min before lysis; Potency, µM (series often up to 57.5 µM), inactives show top-dose activation, most hits filed as activators; 320,000 tested, 0.19% active; AID 485349; note: potency is the fitted concentration of half-maximal effect; % of control where 0% means no effect; nearly all actives have a fitted effect of over 45% in size
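ATM-like activity read as KAP-1 phosphorylation via AlphaLISA donor/acceptor antibody pairs after lysis and 6 hr at 25C. Cells were ATM-null patient fibroblasts ([…], hTERT), dosed 60 min, then exposed to the DSB inducer NCS for 30 min.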
ELG1 DNA repair: blocks ELG1-dependent DNA repair in HEK293T cells. HEK293T ELG1-luciferase reporter, luminescence, 16 h; DNA damage induced by 5-fluorouridine. Potency, µM (doses to about 46.1 µM), for the others: at the top dose activity change, negative = inhibition, usual class: inhibitors. 330,000 tested, 2.3% active. AID 504467; note: potency is the fitted concentration of half-maximal effect; % is set by controls: 0 for no effect and ±100 for the full control effect; nearly all actives have a fitted effect of over 55% in size
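DMSO vehicle served as the neutral condition. Each well held 2,000 cells given 5-fluorouridine plus compound; after 16 hr at 37 °C/5% CO2, ONE-Glo was added and luciferase measured 30 min later.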
p53 reactivation: mutant p53 re-activation in reporter cells | 320,000 tested, 0.063% active | H1299 p53-A138V BP100-luciferase reporter, luminescence, 24 h | Potency, µM (top dose mostly 92.2 µM), without a hit: top-dose activity change, positive = activation, most hits filed as activators; note: potency is the fitted concentration of half-maximal effect; % of control where 0% means no effect; nearly all actives have a fitted effect of over 45% in size
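H1299 (p53-null), stable ts p53-A138V + BP100-Luc; 1000 cells/well, Opti-MEM/10% FBS; cpd 4 pt, 1:5; 24 h, 37 deg C, 5% CO2; detection reagent 10 min RT; luminescence.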
Integrin act MD: activates integrin-mediated alleviation for muscular dystrophy; Potency, µM (highest dose often 38.3 µM), for the others: at the highest dose activation, most hits filed as activators; alpha7betagal myoblasts, beta-gal FDG fluorescence, 48 h; 350,000 tested, 0.064% active; AID 624291;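 note: potency is the fitted concentration of half-maximal effect; 100% = response of the positive control SU9516; nearly all actives have a fitted effect of over 60% in size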
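Alpha7betagal+/- myoblasts (passage 13) were plated 16-24 hr, then exposed to compounds (1:260 dilution of DMSO stock) for 48 hours at 37C. After MPER lysis, β-galactosidase reporter activity was read as FDG fluorescence (ex 480/em 540) after 30 minutes.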
BRCA1 expr up: activators of BRCA1 expression | MCF7-BRCA1-FFLuc reporter, luminescence, 48 h; response scale: scaled: vehicle 0%, 10 µM genistein 100% | 380,000 tested, 1.1% active | Potency, µM (doses to about 46.1 µM), for the others: at the top dose activation, most hits filed as activators | AID 624202; note: potency is the fitted concentration of half-maximal effect; nearly all actives have a fitted effect of over 80% in size; some results filed as inactive show a strong effect at the top dose
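Cells: MCF7-BRCA1-FFLuc, 2000/well. Exposure: 48 h, 37 °C, 5% CO2. Read: luminescence, 15 min post-substrate. Controls: genistein 10 microM (maximal activation), DMSO (neutral).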
Starred values were filed as active, the others as inactive; [ ] = dose if it differs, or a comment. Unless noted, calls come from the whole dose curve; as a rule, active = well fitted curve in the direction sought with a large enough effect; inconclusive = small, poorly fitted or top-dose-only effect, or another doubt; inactive = no such curve, though single readings can be large; an effect the other way counts as inactive or inconclusive.

A first look:
What do the screens show for `CC(=O)O[C@]1(C(C)=O)CCC2C3C=C(C)C4=CC(=O)CC[C@]4(C)C3CC[C@@]21C` (stereo partly specified)?
TCR act: -1%; B2AR arrestin: -0.2%; TRPV1 ag: 13; PTAP TSG101 blk: -1%; MLL CXXC-DNA inh: 17%; A-T KAP1 phos: -5%; ELG1 DNA repair: inconclusive; p53 reactivation: -1%; Integrin act MD: 3%; BRCA1 expr up: -38%

Results for O=C(Nc1ccccc1)c1c2c(nc3ccccc13)CCCC2 ?
TCR act: 5%; B2AR arrestin: -0.1%; PTAP TSG101 blk: -2%; MLL CXXC-DNA inh: 2%; A-T KAP1 phos: 4%; ELG1 DNA repair: 16%; p53 reactivation: 0%; Integrin act MD: -21%; BRCA1 expr up: 11%

Results, repeating the preview:
What do the screens show for `CC(=O)O[C@]1(C(C)=O)CCC2C3C=C(C)C4=CC(=O)CC[C@]4(C)C3CC[C@@]21C` (stereo partly specified)?
TCR act: -1%; B2AR arrestin: -0.2%; TRPV1 ag: 13; PTAP TSG101 blk: -1%; MLL CXXC-DNA inh: 17%; A-T KAP1 phos: -5%; ELG1 DNA repair: inconclusive; p53 reactivation: -1%; Integrin act MD: 3%; BRCA1 expr up: -38%

Results for O=C(Nc1ccccc1)c1c2c(nc3ccccc13)CCCC2 ?
TCR act: 5%; B2AR arrestin: -0.1%; PTAP TSG101 blk: -2%; MLL CXXC-DNA inh: 2%; A-T KAP1 phos: 4%; ELG1 DNA repair: 16%; p53 reactivation: 0%; Integrin act MD: -21%; BRCA1 expr up: 11%

Results for CCC(C)C(=O)Nc1nnc(CCc2ccccc2)s1 (stereo unspecified) ?
TCR act: -4%; B2AR arrestin: -0.5%; TRPV1 ag: 12; PTAP TSG101 blk: -1%; MLL CXXC-DNA inh: -6%; A-T KAP1 phos: -4%; ELG1 DNA repair: 28%; p53 reactivation: inconclusive; Integrin act MD: 20%; BRCA1 expr up: 40%

How did Cc1cc(NC(=O)CC#N)n(-c2ccccc2)n1 do in these assays?
TCR act: 1%; B2AR arrestin: -0.4%; TRPV1 ag: 3; PTAP TSG101 blk: -2%; MLL CXXC-DNA inh: 15%; A-T KAP1 phos: 0%; ELG1 DNA repair: 4%; p53 reactivation: 16%; Integrin act MD: 22%; BRCA1 expr up: 11%

Results for C/C(CCc1ccccc1)=N/NC(=O)C(=O)NCc1ccccc1 ?
TCR act: -5%; B2AR arrestin: -0.2%; TRPV1 ag: -3; PTAP TSG101 blk: -2%; MLL CXXC-DNA inh: -1%; A-T KAP1 phos: -2%; ELG1 DNA repair: 13%; p53 reactivation: 17%; Integrin act MD: -5%; BRCA1 expr up: 3%

What do the screens show for `O=C(c1c(Cl)cccc1Cl)N1CCN(c2ncccn2)CC1`?
TCR act: 5%; B2AR arrestin: 0.6%; TRPV1 ag: 1; PTAP TSG101 blk: -3%; MLL CXXC-DNA inh: 33%[activator]; A-T KAP1 phos: -2%; ELG1 DNA repair: inconclusive; p53 reactivation: -4%; Integrin act MD: inconclusive; BRCA1 expr up: -1%

How did COC(=O)C1(C)NC(c2ccco2)C2C(=O)N(c3ccc(C)cc3)C(=O)C21 (stereo unspecified) do in these assays?
TCR act: -4%; B2AR arrestin: 0.0%; TRPV1 ag: 1; PTAP TSG101 blk: 2%; MLL CXXC-DNA inh: -3%; A-T KAP1 phos: -1%; ELG1 DNA repair: 5%; p53 reactivation: 0%; Integrin act MD: 10%; BRCA1 expr up: 4%

Results for COc1ccc(C2=NN(c3nc(-c4ccc(CNC(C)=O)cc4)cs3)C(c3ccco3)C2)cc1 (stereo unspecified) ?
TCR act: -4%; B2AR arrestin: -0.4%; TRPV1 ag: inconclusive; PTAP TSG101 blk: -3%; MLL CXXC-DNA inh: 1%; A-T KAP1 phos: 9%; ELG1 DNA repair: 6%; p53 reactivation: 8%; Integrin act MD: 1%; BRCA1 expr up: -1%

Results for CCOC(=O)C(CCCCCCC(NC(C)=O)(C(=O)OCC)C(=O)OCC)(NC(C)=O)C(=O)OCC ?
TCR act: -7%; B2AR arrestin: -0.2%; TRPV1 ag: 1; PTAP TSG101 blk: 3%; MLL CXXC-DNA inh: 9%; A-T KAP1 phos: -4%; ELG1 DNA repair: 0%; p53 reactivation: -3%; Integrin act MD: 22%; BRCA1 expr up: 4%

What do the screens show for `CCn1cc(CNC(=O)CCc2nnc(CCC3CCCCC3)o2)cn1`?
TCR act: -3%; B2AR arrestin: -0.1%; TRPV1 ag: 1; PTAP TSG101 blk: -2%; MLL CXXC-DNA inh: 6%; A-T KAP1 phos: 12%; ELG1 DNA repair: 7%; p53 reactivation: -1%; Integrin act MD: 2%; BRCA1 expr up: 4%

How did COc1ccc(CNC(=O)c2ccc(NS(=O)(=O)c3ccc4[nH]c(=O)[nH]c4c3)cc2)cc1OC do in these assays?
TCR act: 0%; B2AR arrestin: 0.1%; TRPV1 ag: 3; PTAP TSG101 blk: -8%; A-T KAP1 phos: 23%; ELG1 DNA repair: -7%; p53 reactivation: -4%; Integrin act MD: inconclusive; BRCA1 expr up: -5%

How did Cc1ccc(S(=O)(=O)/N=C2\C=C(Nc3cccc(C(=O)O)c3)C(=O)c3ccccc32)c(C)c1 do in these assays?
TCR act: -1%; B2AR arrestin: -0.5%; TRPV1 ag: 0; PTAP TSG101 blk: 5%; MLL CXXC-DNA inh: 2%; A-T KAP1 phos: -8%; ELG1 DNA repair: inconclusive; p53 reactivation: -16%; Integrin act MD: -60%[inhibitor]; BRCA1 expr up: -96%[inhibitor]

Results for O=C(Cc1cccc(C(F)(F)F)c1)NCc1ccc(Cl)cc1Cl ?
TCR act: 1%[46.1 µM]; B2AR arrestin: -0.6%; TRPV1 ag: 1; PTAP TSG101 blk: -1%; MLL CXXC-DNA inh: -8%; A-T KAP1 phos: 2%; ELG1 DNA repair: 9%; p53 reactivation: 2%; Integrin act MD: -13%; BRCA1 expr up: -20%

Results for C/C(=N\NC(=O)CCCNc1ccccc1)c1ccncc1 ?
TCR act: -20%; B2AR arrestin: -0.4%; TRPV1 ag: 5; PTAP TSG101 blk: -3%; MLL CXXC-DNA inh: -4%; A-T KAP1 phos: 0%; ELG1 DNA repair: -10%; p53 reactivation: -5%; Integrin act MD: -4%; BRCA1 expr up: -7%

Results for O=C(Nc1ccccc1Cl)C1CC(=O)N(Cc2ccco2)C1 (stereo unspecified) ?
TCR act: -1%; B2AR arrestin: 0.2%; TRPV1 ag: 2; PTAP TSG101 blk: -2%; A-T KAP1 phos: 20%; ELG1 DNA repair: 3%; p53 reactivation: 3%; Integrin act MD: -13%; BRCA1 expr up: 7%

What do the screens show for `O=C(NCCc1c[nH]c2ccccc12)c1ccc2nc[nH]c2c1`?
TCR act: 0%; B2AR arrestin: -0.1%; TRPV1 ag: 0; PTAP TSG101 blk: -4%; A-T KAP1 phos: 4%; ELG1 DNA repair: inconclusive; p53 reactivation: 5%; Integrin act MD: 7%; BRCA1 expr up: 74%

Results for CCN(CC)CCC(=O)N1c2ccccc2CCc2ccc(NC(=O)OC)cc21 ?
TCR act: -2%; B2AR arrestin: -3.3%; TRPV1 ag: -1; PTAP TSG101 blk: 0%; MLL CXXC-DNA inh: -7%; A-T KAP1 phos: 5%; ELG1 DNA repair: 16%; p53 reactivation: -5%; Integrin act MD: -29%; BRCA1 expr up: -31%

How did O=C(O)C1CCCN1S(=O)(=O)c1ccc2[nH]c(=O)c(=O)[nH]c2c1 (stereo unspecified) do in these assays?
TCR act: 3%; B2AR arrestin: -0.3%; TRPV1 ag: 0; PTAP TSG101 blk: -5%; MLL CXXC-DNA inh: 0%; A-T KAP1 phos: -2%; ELG1 DNA repair: 17%; p53 reactivation: -9%; Integrin act MD: 0%; BRCA1 expr up: 0%

How did CC(=O)Nc1ccc(S(=O)(=O)Oc2ccc(/C=C3\SC(N)=NC3=O)cc2)cc1 do in these assays?
TCR act: -6%; B2AR arrestin: 0.1%; TRPV1 ag: 0; PTAP TSG101 blk: 0%; MLL CXXC-DNA inh: 2%; A-T KAP1 phos: -2%; ELG1 DNA repair: 6%; p53 reactivation: -4%; Integrin act MD: -12%; BRCA1 expr up: 30%

How did O=C(COC(=O)CCc1c[nH]c2ccccc12)Nc1cc([N+](=O)[O-])ccc1Cl do in these assays?
TCR act: 1%[46.1 µM]; B2AR arrestin: -3.8%; TRPV1 ag: 8; PTAP TSG101 blk: -1%; MLL CXXC-DNA inh: -3%; A-T KAP1 phos: 16%; ELG1 DNA repair: -8%; p53 reactivation: 0%; Integrin act MD: -4%; BRCA1 expr up: -7%

Results for CCCc1nc(SCC(=O)c2ccccc2)c2c(=O)n(C)c(=O)n(C)c2n1 ?
TCR act: -3%; B2AR arrestin: -0.8%; TRPV1 ag: 4; PTAP TSG101 blk: -4%; MLL CXXC-DNA inh: 1%; A-T KAP1 phos: 3%; ELG1 DNA repair: inconclusive; p53 reactivation: 4%; Integrin act MD: 9%; BRCA1 expr up: -12%
